Assay outcomes deposited in PubChem by several laboratories.
GPR55 antagonists = inhibition of LPI-stimulated GPR55 beta-arrestin translocation – imaging, U2OS, beta-arrestin-GFP, LPI agonist, primary screen (AID 2013). U2OS GPR55 beta-arrestin-GFP translocation imaging, LPI antagonism; higher % means a stronger effect. one-dose inhibition, % at 10 µM; IC50 in µM for titrated hits. 0.13% of 290,000 active;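 active = spots per cell inhibited over 60%, with over 100 cells counted and total cytoplasm intensity under 500,000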;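 also: U2OS cells stably carrying GPR55 and arrestin-GFP stimulated by 5 µM LPI near EC80; imaged beta-arrestin-GFP aggregate spots per cell after agonist stimulation; plate controls were LPI-stimulated DMSO wells for no effect and DMSO wells without LPI for full effect; some results filed as inactive read as strong as hits; confirmed hits need IC50 under 10 µM and bright autofluorescent wells are also inconclusive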
LYP inhibition = PTPN22 lymphoid phosphatase activity blockers – biochemical, fluorescence intensity, uHTS (AID 1779); recombinant LYP phosphatase, fluorescence intensity; higher % means a stronger effect; inhibition, % at 11.5 µM, or IC50 in µM where a hit was titrated; 0.054% of 290,000 active; in the data active = inhibition above about 50%;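 also: plate controls were vehicle with enzyme for no effect and no enzyme for full effect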
Hep lipid drop = hepatic lipid droplet formation modulation; AML12 mouse hepatocytes, oleate lipid droplets, BODIPY imaging; inhibition, % at 6.5 µM; 0.4% of 240,000 active;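 active = lipid droplet intensity inhibited by at least 50%, with more than 500 cells counted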
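Assay system: AML12 hepatocytes (mouse) / Also added: 100 µM oleic acid challenge / Times: overnight treatment with compound plus oleate / Detection: high-content imaging of BODIPY-stained droplets and DAPI nuclei / Evaluation: % inhibition of lipid droplet signal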
NTR1 agonist = NTR1-driven beta-arrestin-GFP spot formation – imaging, U2OS cells, high content, primary screen (AID 493036) | P30989 | agonist mode | activation, % at 20 µM | 0.17% of 330,000 active;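 active = activation at or above 40% of the spot to cytoplasm intensity ratio, with at least 20 cells analyzed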;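 also: 0% = DMSO without peptide and 100% = 100 nM NTR1 peptide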
Target sequence (P30989 whole entry, looked up): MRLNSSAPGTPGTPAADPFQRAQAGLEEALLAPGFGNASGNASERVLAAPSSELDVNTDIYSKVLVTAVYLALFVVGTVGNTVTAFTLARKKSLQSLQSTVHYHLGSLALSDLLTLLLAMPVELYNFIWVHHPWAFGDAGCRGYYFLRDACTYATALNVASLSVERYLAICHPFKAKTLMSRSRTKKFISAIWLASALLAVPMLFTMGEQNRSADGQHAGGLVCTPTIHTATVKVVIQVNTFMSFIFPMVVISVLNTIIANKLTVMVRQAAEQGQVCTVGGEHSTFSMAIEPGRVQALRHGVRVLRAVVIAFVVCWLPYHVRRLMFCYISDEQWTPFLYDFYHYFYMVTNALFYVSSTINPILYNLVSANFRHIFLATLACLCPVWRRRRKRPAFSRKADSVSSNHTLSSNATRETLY
Rac1 GTP hydrolysis = MgcRacGAP GTPase-activating activity inhibitors, confirmation, biochemical, ADP Hunter fluorescence | MgcRacGAP-stimulated Rac1 GTP hydrolysis, ADP Hunter fluorescence; higher % means a stronger effect; GST-tagged Rac1 F28L mutant substrate | inhibition, % at 30 µM; hits with a dose series show IC50 in µM | 0.6% of 340,000 active;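 active = first-screen hits whose inhibition reached a set limit at any dose in the follow-up dose series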;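 also: fluorescence reports GDP produced by GAP-driven GTP hydrolysis; strong numbers were not always called active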
T cell HTS = modulates CD8 T cell binding to vesicles; 2C CD8+ T cell-vesicle binding, flow cytometry; active compounds read low; calls only at 7 µM; AID 2052; 0.068% of 330,000 active;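 active = response, share of CD8 T cells binding vesicles, and their 90th percentile fluorescence all below set limits, cut at about 80% in these data, passing the limit was not always enough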
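System: murine 2C transgenic CD8+ T lymphocytes; also added: QL9-loaded Drosophila micro-vesicles; times: binding 1.5 h at 37 °C; measured by: flow cytometry, PE anti-B7-1 (FL2) versus Alexa647 anti-CD8 (FL8), PFA-fixed; control set: Peptide-free naked vesicles (low) and QL9 vesicles with 0.7% DMSO vehicle (high)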
SV40 large T antigen = SV40 large T antigen inhibitors, biochemical (AID 1903); SV40 large T antigen ATPase/helicase inhibition assay; higher % means a stronger effect; inhibition, % at 20 µM, or IC50 in µM where a hit was titrated; 0.39% of 310,000 active; in the data active = a potency from the dose series; also: strong numbers were not always called active
GPR35 arrestin U2OS = inhibition of zaprinast-stimulated GPR35 beta-arrestin translocation – imaging, U2OS, beta-arrestin-GFP, zaprinast agonist, primary screen (AID 2058). U2OS GPR35 beta-arrestin-GFP translocation imaging, zaprinast antagonism; higher % means a stronger effect. inhibition, % at 10 µM, or IC50 in µM where a hit was titrated. 0.052% of 290,000 active;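 active = inhibition of at least 50% with at least 30 cells and total cytoplasm GFP at most 10,000,000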
GPR55 activation = selective activators of receptor GPR55 – imaging, U2OS cells, beta-arrestin-GFP redistribution, primary screen (AID 1961) | U2OS GPR55 beta-arrestin-GFP redistribution imaging; higher % means a stronger effect | activation, % at 10 µM, or EC50 in µM where a hit was titrated | 0.048% of 290,000 active;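 active = activation above 40% with more than 50 cells counted in the well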;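 also: U2OS osteosarcoma cells stably expressing GPR55 and beta-arrestin-GFP; plate controls were DMSO negative control for no effect and LPI positive control for full effect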
Hep lipid drop cells 6.5 µM = also measured in Hep lipid drop; calls as there; cell count; measured here: cell count, cytotoxicity flag;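 cells counted across two imaged fields per well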
T cell HTS vesicle-bound % = recorded beside T cell HTS, whose call it bears; double positive events, %; measured here: CD8+ vesicle-bound cell fraction;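 binding gate set so that unloaded-vesicle control wells show 10% double positive cells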
NTR1 agonist cell count 20 µM = also measured in NTR1 agonist; calls as there; cell count; measured here: cell count, cytotoxicity flag
Starred values were filed as active, the others as inactive; i = inactive; nt = not tested or not shown. Compounds as they come, and some 1.8% of all compounds hit somewhere here.

Each structure is followed by: Rac1 GTP hydrolysis, NTR1 agonist, T cell HTS, T cell HTS vesicle-bound %, LYP inhibition, GPR35 arrestin U2OS, GPR55 activation, SV40 large T antigen, Hep lipid drop cells 6.5 µM, Hep lipid drop, NTR1 agonist cell count 20 µM, GPR55 antagonists
(1) CC(=O)CCC(=O)OCC(=O)Nc1ccc(SC(F)F)cc1
→ 7%, 0.2, i, 27, -3%, -5%, 1.0%, -8%, 675, 0, 36, 3%
(2) COc1ccc(CCN(C)C(=S)Nc2ccc(SC(F)F)cc2)cc1OC
→ 1%, 1.5, i, 31, -5%, 0%, -0.1%, 4%, 841, 1, 63, 8%
(3) CCCSc1ncnc2c1oc1ccccc12
→ 3%, 0.7, i, 29, -3%, -11%, 0.0%, 10%, nt, nt, 66, 4%
(4) CC(=O)c1cccc(NC(=O)C2CCCN(S(=O)(=O)c3cccc4cccnc34)C2)c1 (centres undefined)
→ 3%, -0.5, i, 64, 1%, 6%, -0.1%, -2%, nt, nt, 54, 7%
(5) CCc1cccc2c(C=C(C#N)C#N)cn(CC(=O)N3CCCC3)c12
→ 4%, -0.2, i, 21, -2%, 3%, -0.2%, 1%, nt, nt, 52, 16%
(6) Fc1ccccc1Cc1noc(CN2CCN(Cc3ccc4c(c3)OCO4)CC2)n1
→ -8%, 3.8, i, 27, 0%, -17%, 0.0%, 8%, 632, 1, 46, 9%
(7) CCOC(=O)c1ccc(NC(=S)N(CCCN2CCCCCC2)Cc2ccco2)cc1
→ 2%, -0.9, i, 19, -4%, -3%, 0.5%, 8%, 661, -16, 57, 8%
(8) CN(C)c1ccc(C(CNS(=O)(=O)c2ccc3ccccc3c2)c2c[nH]c3ccccc23)cc1 (centres undefined)
→ 8%, 5.0, i, 53, 10%, -7%, 0.0%, 16%, 634, 38, 56, 17%
(9) CCOC(=O)Cc1cc(=O)[nH]c(/N=C(\N)Nc2ccc(OC)cc2)n1
→ 2%, 1.0, i, 26, -8%, -4%, -0.1%, 4%, 728, -2, 56, 7%
(10) CCn1cc(-c2cc(C(=O)O)c3ccccc3n2)c(C)n1
→ 12%, -0.1, i, 47, -12%, -6%, 1.9%, 7%, 687, 14, 82, 3%
(11) CCN(CC)CCCN1C(=O)c2oc3ccccc3c(=O)c2C1c1cc(OC)ccc1OC (centres undefined)
→ 7%, 1.8, i, 35, -4%, 2%, -0.1%, 13%, 762, -3, 71, 8%
(12) CCCC(=O)NC(=S)Nc1cccc(Cl)c1N1CCCCC1
→ -3%, 32, i, 28, 10%, 15%, 0.0%, 4%, 676, -4, 89, -2%
(13) NC(=O)C1=C[C@@H](c2ccc(C(F)(F)F)cc2)C[C@@H](OCc2ccc(CO)cc2)O1
→ 6%, 0.7, nt, nt, 1%, -2%, -0.2%, 11%, 701, -2, 55, 0%
(14) COC(=O)C[C@H]1c2cc(F)ccc2S(=O)(=O)N1c1ccc(N(C)C)cc1
→ 23%, -2.2, i, 15, nt, nt, nt, 22%, nt, nt, 76, nt
(15) S=c1[nH]nc(CSc2nc3ccccc3s2)n1C1CCCCC1
→ 0%, 3.3, i, 54, -5%, 1%, 6.7%, 8%, nt, nt, 78, -5%
(16) O=C1CC(c2ccc(Cl)c([N+](=O)[O-])c2)c2ccc3ccccc3c2N1 (centres undefined)
→ 4%, 19, i, 42, 0%, -12%, 1.5%, 9%, 669, -17, 80, -3%
(17) COc1ccc(-c2nc(CS(=O)CC(=O)NCc3cccnc3)c(C)o2)cc1 (centres undefined)
→ 6%, 1.4, i, 36, -5%, 7%, -0.1%, 5%, nt, nt, 47, 8%
(18) Cc1cc(NS(=O)(=O)c2cccc([N+](=O)[O-])c2)no1
→ 5%, -0.1, i, 6, -8%, 18%, 0.0%, 12%, 765, 13, 64, 16%
(19) O=C(O)CCCc1nc(-c2ccc(Cl)cc2)no1
→ 9%, 4.9, i, 22, -2%, -14%, 0.0%, 2%, 683, 13, 87, 9%
(20) COc1ccc(C(=O)CC(c2ccccc2)S(=O)(=O)c2ccc(C)cc2)cc1 (centres undefined)
→ nt, 9.9, i, 44, -9%, nt, -0.3%, 6%, 606, 3, 38, 10%
(21) COc1ccc(C(C(=O)NC2CCCC2)N(Cc2ccc(C)cc2)C(=O)c2ccn[nH]2)cc1OC (centres undefined)
→ 4%, 0.4, i, 38, -11%, 8%, -0.1%, 6%, nt, nt, 51, 7%
(22) COC(=O)N/N=C/c1ccc(Oc2ccccc2)cc1
→ 5%, 0.6, i, 37, -6%, 4%, -0.4%, -5%, 666, 1, 21, 1%
(23) CCN(CC)C(=O)Oc1ccc2c(c1)O/C(=C\c1ccco1)C2=O
→ 8%, 1.5, i, 45, -1%, -7%, -0.1%, 11%, 848, 14, 94, 6%
(24) COc1ccccc1N=Nc1c(O)[nH]c2ccc(Br)cc12
→ 11%, 0.2, i, 26, -5%, -10%, 0.4%, 2%, 779, 10, 103, -2%
(25) O=C(NCCN1CCOCC1)c1ccc2c(c1)N(Cc1ccccc1)C(=O)c1ccccc1S2
→ 9%, -0.3, i, 23, 1%, -6%, -0.1%, 7%, 700, -16, 53, 14%
(26) COc1cc(C(=O)N/N=C/c2ccc3c(c2)c2ccccc2n3C)ccc1O
→ 22%, 2.3, i, 60, -9%, -2%, 0.3%, 10%, 872, -4, 49, -8%
(27) Cc1oc(C(N)=O)nc1-c1ccccc1
→ 10%, 0.2, i, 47, -7%, 16%, 0.1%, 5%, 704, 3, 60, -10%
(28) CCOc1ccccc1CNC(=O)c1nn(C)c2c1CS(=O)(=O)c1ccccc1-2
→ 8%, 0.0, i, 42, 1%, -1%, -0.2%, 5%, 734, 3, 52, -33%
(29) O=C(N[C@@H](Cc1ccc(O)cc1)C(=O)O)c1ccncc1
→ 7%, -1.9, i, 39, nt, nt, nt, 6%, nt, nt, 98, nt
(30) COc1ccc(CC(=O)N(C)CC(=O)Nc2cccc(F)c2)cc1S(=O)(=O)N1CCOCC1
→ 7%, 2.8, i, 41, -19%, 0%, -0.1%, 16%, 783, -8, 59, 13%
(31) CCOC(=O)C=C1CCN(c2ncc(C(F)(F)F)cc2Cl)CC1
→ 5%, 0.2, i, 26, 2%, 2%, 0.3%, 2%, 613, -24, 68, 5%
(32) CC(C)CN1CN(Cc2ccccc2)CNC1=S
→ 6%, 0.9, i, 17, 5%, 10%, 0.2%, 10%, 675, 4, 55, -2%
(33) COc1cc2nc(N(C)C)nc(N)c2cc1OC
→ 16%, -0.1, i, 14, -9%, 9%, -0.2%, 14%, nt, nt, 47, -1%
(34) C=CCCC(=O)N1CCC(n2nccc2NC(=O)CCCc2ccccc2)CC1
→ 1%, 2.1, i, 65, -9%, -5%, -0.1%, 1%, 848, -5, 54, 15%
(35) C(=N\N1CCN(Cc2ccccc2)CC1)/c1ccccc1
→ 8%, -0.2, i, 13, -8%, -15%, -0.1%, 11%, 628, 1, 55, 14%
(36) C/C(=C\C(=O)c1ccc(C)cc1)Nc1ccc(N2CCOCC2)cc1
→ nt, nt, nt, nt, -4%, 11%, -0.2%, 24%, nt, nt, nt, 1%
(37) Cc1noc(C)c1C(=O)N(C)Cc1ccccc1
→ -1%, -0.4, i, 30, -7%, 8%, 0.0%, 6%, 742, 1, 45, 4%
(38) Cn1nnc2c(N3CCCCC3)nccc21
→ 5%, 0.6, i, 51, -2%, 16%, 0.2%, 20%, nt, nt, 52, 15%
(39) Cc1cc(NCC2CCCO2)n2c(nc3ccccc32)c1C#N (centres undefined)
→ 13%, -1.4, nt, nt, -22%, 6%, -0.4%, 0%, 734, 21, 45, 7%
(40) CC1CCCC(C)N1C(=O)COC(=O)c1cc(-c2cccs2)nn1-c1ccccc1 (centres undefined)
→ 3%, 4.1, i, 21, nt, nt, nt, 8%, nt, nt, 50, nt
(41) O=C1C=C(Nc2ccccc2)c2ccccc2C1=O
→ 8%, 2.9, nt, nt, -2%, 20%, -0.2%, 5%, 661, -11, 106, -2%
(42) O=C(CSc1ccc(F)cc1)Nc1ccc(C2SCCS2)cc1
→ nt, 0.8, i, 43, 2%, -2%, -0.3%, 12%, 720, 0, 59, 16%
(43) Cc1ccc([N+](=O)[O-])cc1-c1ccc(/C=C(\C#N)c2[nH]nc(N)c2C#N)o1
→ 5%, nt, i, 46, 6%, nt, -0.3%, -1%, 690, 9, nt, 8%
(44) Cn1nc(C(F)(F)F)c2cc(C(=O)N3CCOCC3)sc21
→ 6%, 2.4, i, 32, -10%, 6%, -0.1%, 10%, 730, -7, 46, 5%
(45) NC1=NC(=O)S/C1=C\c1ccc(F)cc1
→ -7%, 0.4, i, 28, -4%, -13%, 0.6%, 9%, 666, 5, 49, 15%
(46) NC(=O)c1cccn1Cc1ccccc1Cl
→ -2%, 1.0, i, 41, -9%, 0%, 0.1%, 6%, nt, nt, 76, -10%
(47) CCc1cccc2c1NC(=O)C21OCCO1
→ nt, -0.2, i, 20, -4%, 6%, -0.1%, 4%, 841, 6, 89, -10%
(48) O=C(c1ccc(S(=O)(=O)Cc2ccccc2F)c([N+](=O)[O-])c1)N1CCCC1
→ -4%, 2.4, i, 34, -6%, -5%, -0.6%, 26%, 747, 7, 49, 8%
(49) CCC1C(=O)NCCN1C(=O)c1ccccc1OC1CCN(S(C)(=O)=O)CC1 (centres undefined)
→ 6%, 1.1, i, 16, -6%, 16%, -0.1%, 6%, 677, 5, 42, -19%
(50) Cc1ccc(N(C)C(=O)N2CCN(S(=O)(=O)c3ccc(C)cc3)CC2)cc1
→ 0%, -0.2, i, 35, -6%, 15%, -0.2%, 1%, nt, nt, 54, -14%
(51) CCc1nc2ccccc2[nH]c1=O
→ 7%, 2.8, i, 27, -4%, 0%, -0.2%, 23%, 683, 8, 61, 0%
